# GSTO1 counter: counter-screen for RBBP9 inhibitors: inhibitors of human GSTO1; AID 1974; 300,000 compounds, 1.1% hits; inhibition, % at 5.96 µM; recombinant GSTO1, activity-based probe fluorescence polarization;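 active = inhibition above the campaign mean inhibition plus 3 SD, cut at about 35% in these data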;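 also: 0% = GSTO1-1 with DMSO and 100% = wells lacking GSTO1-1 enzyme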
# PREPL inh: inhibits the human prolyl oligopeptidase-like enzyme | inhibition, % at 5.96 µM | AID 2751 | recombinant PREPL, fluorescence polarization activity-based probe | 320,000 compounds, 0.68% hits; in the data active = inhibition above about 43%;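 also: 0% = enzyme with DMSO and 100% = wells lacking enzyme; many of its hits are not listed in these tables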
# LYPLA1 inh: LYPLA1 (human) inhibition in PME1 counter-screen | inhibition, % at 5.9 µM | 320,000 compounds, 0.16% hits | O75608 | recombinant LYPLA1, FP-Rh probe fluorescence polarization;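 active = inhibition above the mean of all tested compounds plus 3 SD, set per campaign, cut at about 14% in these data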;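 also: inhibitors block serine hydrolase probe labeling of LYPLA1 so polarization falls; 0% = enzyme with DMSO and 100% = wells lacking LYPLA1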
# Target sequence (O75608 whole entry, looked up): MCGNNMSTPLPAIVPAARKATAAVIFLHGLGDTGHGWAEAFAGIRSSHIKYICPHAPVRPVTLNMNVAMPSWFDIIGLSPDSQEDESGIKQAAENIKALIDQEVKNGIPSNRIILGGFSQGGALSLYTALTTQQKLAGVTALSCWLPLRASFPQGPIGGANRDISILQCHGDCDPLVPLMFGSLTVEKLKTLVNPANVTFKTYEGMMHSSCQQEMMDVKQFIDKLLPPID
# PAD4 FP inh: inhibitors of human PAD4 | recombinant PAD4, RCA probe fluorescence polarization | inhibition, % at 6.36 µM | 330,000 compounds, 0.41% hits | AID 485272;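 active = percent inhibition above a cutoff equal to the mean of all tested compounds plus 3 SD, cut at about 15% in these data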;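 also: 0% = PAD4 with RCA probe and DMSO and 100% = probe without PAD4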
# pPAFAH inh: pPAFAH (human) enzyme inhibition. AID 463082. Q13093. 330,000 compounds, 1.5% hits. recombinant pPAFAH, FP-rhodamine probe fluorescence polarization. inhibition, % at 3.39 µM;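 active = inhibition above the mean inhibition across the screen plus 3 SD, cut at about 25% in these data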;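 also: inhibitors block binding of the rhodamine activity-based probe so polarization drops; 0% = enzyme with DMSO and 100% = wells lacking pPAFAH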
# LYPLA2 inh: LYPLA2 (human) inhibition in PME1 counter-screen | inhibition, % at 5.9 µM | O95372 | 320,000 compounds, 0.38% hits | AID 2177 | recombinant LYPLA2, FP-Rh probe fluorescence polarization;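 active = inhibition above the screen-wide mean plus 3 SD, limit set per campaign, cut at about 26% in these data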;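 also: 0% = LYPLA2 with DMSO and 100% = wells lacking LYPLA2 enzyme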
# Target sequence (O95372 whole entry, looked up): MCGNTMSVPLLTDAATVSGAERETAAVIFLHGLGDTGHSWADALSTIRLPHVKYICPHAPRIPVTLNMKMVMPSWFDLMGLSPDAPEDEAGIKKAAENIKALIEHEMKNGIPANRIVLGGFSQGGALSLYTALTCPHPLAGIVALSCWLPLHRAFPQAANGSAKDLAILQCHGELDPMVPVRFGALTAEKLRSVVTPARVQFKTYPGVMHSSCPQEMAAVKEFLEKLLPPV
# PAFAH2 inh: PAFAH2 (human) inhibition. inhibition, % at 3.39 µM. AID 492956. recombinant PAFAH2, FP-rhodamine activity probe, fluorescence polarization. 340,000 compounds, 0.99% hits. Q99487;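 active = inhibition above the mean over all tested compounds plus 3 SD, cut at about 30% in these data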;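 also: inhibitors block probe labeling of enzyme so polarization drops; 0% = enzyme with DMSO and 100% = wells lacking PAFAH2 protein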
# PAFAH1B3 FP inh: inhibitors of human PAFAH1B3; AID 492972; inhibition, % at 3.39 µM; recombinant PAFAH1B3, FP-rhodamine probe, fluorescence polarization; 340,000 compounds, 0.28% hits; Q15102;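 active = inhibition above the screen-wide average of all tested compounds plus 3 SD, cut at about 25% in these data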;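 also: 0% = enzyme with DMSO only and 100% = wells lacking PAFAH1B3 protein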
# Target sequence (Q15102 whole entry, looked up): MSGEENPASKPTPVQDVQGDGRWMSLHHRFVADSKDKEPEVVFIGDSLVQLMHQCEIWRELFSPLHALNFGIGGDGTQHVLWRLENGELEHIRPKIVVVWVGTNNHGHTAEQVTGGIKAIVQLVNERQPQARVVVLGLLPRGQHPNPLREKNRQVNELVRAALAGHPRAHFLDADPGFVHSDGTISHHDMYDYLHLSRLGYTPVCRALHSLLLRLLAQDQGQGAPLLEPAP
# PAFAH1B2 inh: inhibitors of human PAFAH1B2. P68402. recombinant PAFAH1B2, FP-rhodamine activity probe, fluorescence polarization. inhibition, % at 3.39 µM. 340,000 compounds, 1.2% hits;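 active = inhibition above the mean of all tested compounds plus 3 SD, cut at about 24% in these data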;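 also: 0% = enzyme with DMSO and 100% = wells lacking PAFAH1B2; many of its hits are not listed in these tables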
# Target sequence (P68402 whole entry, looked up): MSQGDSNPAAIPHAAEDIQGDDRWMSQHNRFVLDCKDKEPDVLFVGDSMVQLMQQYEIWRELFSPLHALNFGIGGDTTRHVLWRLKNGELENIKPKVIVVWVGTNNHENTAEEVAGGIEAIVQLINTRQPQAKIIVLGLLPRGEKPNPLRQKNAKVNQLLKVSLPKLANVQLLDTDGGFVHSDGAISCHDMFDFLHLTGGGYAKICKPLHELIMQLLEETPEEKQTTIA
# * hit, by the source's call; nt = not tested or not shown.
SMILES,GSTO1 counter,PREPL inh,LYPLA1 inh,PAD4 FP inh,pPAFAH inh,LYPLA2 inh,PAFAH2 inh,PAFAH1B3 FP inh,PAFAH1B2 inh
CCNc1nc2c(c(=O)n(Cc3ccccc3)c(=O)n2C)n1Cc1ccccc1,2,11,0,-2,6,4,0,4,-2
CCN(C[C@H]1N[C@@](Cc2ccccc2)(C(=O)OC)[C@H]2C(=O)N(C)C(=O)[C@@H]12)C(=O)c1ccc(C(C)(C)C)cc1,nt,5,nt,0,2,nt,4,6,10
Cc1cccc(N2N=C(C(=O)N3CC(=O)Nc4ccccc43)CCC2=O)c1,-1,-1,-3,0,3,-5,8,10,2
COc1ccccc1Cn1c(CCCO)nc2ccccc21,-5,2,0,3,16,7,-3,6,4
Cc1cccc2sc(NC(=O)C3CCCO3)nc12 (centres undefined),-4,1,2,-5,7,5,-6,2,0
CC(C)CN(CCNC(=O)CN1C(=O)COc2ccc(S(=O)(=O)N3CCOCC3)cc21)CC(C)C,7,3,-1,3,5,-2,2,2,5
O=C(NCc1ccc(F)cc1)c1cc2sccc2n1Cc1ccc(F)cc1,-6,0,-7,-5,-4,-11,nt,nt,nt
COc1ccccc1C(=O)NC1CCCc2ccccc21 (centres undefined),0,-2,2,1,0,1,-2,1,0
CCOC(=O)c1ccc(NC(=O)NCc2cccnc2)cc1,0,-1,-5,3,-1,-10,6,5,6
COc1cc2c(cc1OC)CN(C(=O)c1ccc(OC)c([N+](=O)[O-])c1)CC2,-2,11,-1,3,1,0,6,0,4
CCCCCCNS(=O)(=O)c1nc2nc(C)cc(C)n2n1,4,-2,2,-6,8,-2,5,5,3
Cn1c(N)c(C(=O)COC(=O)COc2ccc(Cl)cc2Cl)c(=O)n(C)c1=O,nt,8,nt,-1,-8,nt,-4,7,10
Cc1ccc(S(=O)(=O)N(C)C)cc1NC(=O)CSc1nnnn1-c1ccc(O)cc1,4,-1,-3,3,3,1,-4,13,0
Cc1cccc(OCC(=O)O/N=C(\N)Cc2cccs2)c1,1,-1,-3,-1,13,-3,6,9,1
Cn1nc(C(F)(F)F)cc1C(=O)Nc1ccc(Cl)cc1,1,-7,-3,-4,-1,-2,-1,5,-5
COc1ccc(CC(=O)NCC(c2ccc(OC)cc2)N(C)C)cc1 (centres undefined),0,4,-3,4,1,-1,6,10,-1
COc1ccccc1NC(=O)CSCc1cc(=O)n2ccsc2n1,0,15,-3,5,0,3,4,3,-5
COCCNC(=O)/C(C#N)=C/c1ccc(-c2ccc(S(=O)(=O)N3CCOCC3)cc2)o1,3,-4,1,-1,11,18,-6,-11,3
O=C1CC(C(=O)NCc2ccccc2)C2(CCCC2)O1 (centres undefined),2,-5,-3,-1,-4,-5,2,-5,1
NNc1nc2ccccc2nc1C(F)(F)F,2,6,-1,1,5,6,-2,17,1
CN(C)C(=O)C12CCC(C)(c3nc4ccccc4nc31)C2(C)C (centres undefined),0,4,-2,-5,-1,7,-2,6,-2
Cc1ccc2[nH]c(O)c(N=NC(N)=S)c2c1,-5,-8,-3,-1,4,-6,10,2,11
O=C(OCc1nnc(-c2ccccc2)o1)c1cc(=O)c2ccccc2o1,3,-4,1,-5,7,1,0,1,5
O=C(NC1CCCCC1)C1CCCN1S(=O)(=O)c1ccc(F)cc1 (centres undefined),1,0,2,0,5,0,2,6,5
O=C(NCCc1cccs1)C1CC(c2c(Cl)cccc2Cl)=NO1 (centres undefined),-2,-8,2,-4,6,-3,7,-4,3
CN1CCN(C(=O)CN2C(=O)NC(C)(c3ccc4ccccc4c3)C2=O)CC1 (centres undefined),nt,8,0,-4,0,0,5,6,8
CCc1ccc(-c2nc(CSCC(=O)NCCCN3CCCC3=O)c(C)o2)cc1,2,-8,0,4,4,6,-5,-7,2
C=CCn1c(C)c(C(C)=O)c(N2CCCC2)nc1=S,2,36,0,0,5,2,-2,3,-2
COc1cccc(C2/C(=C(\O)c3ccc4c(c3)OCO4)C(=O)C(=O)N2CCN(C)C)c1OC (centres undefined),0,3,0,-6,-2,-4,7,0,2
O=C(NC1CCCC1)C(c1ccccc1)N(Cc1ccc(F)cc1)C(=O)c1csnn1 (centres undefined),3,3,-4,2,0,-4,10,1,6

# Structures shown so far containing a CF3 group (two):
SMILES,GSTO1 counter,PREPL inh,LYPLA1 inh,PAD4 FP inh,pPAFAH inh,LYPLA2 inh,PAFAH2 inh,PAFAH1B3 FP inh,PAFAH1B2 inh
Cn1nc(C(F)(F)F)cc1C(=O)Nc1ccc(Cl)cc1,1,-7,-3,-4,-1,-2,-1,5,-5
NNc1nc2ccccc2nc1C(F)(F)F,2,6,-1,1,5,6,-2,17,1

# Other compounds.
SMILES,GSTO1 counter,PREPL inh,LYPLA1 inh,PAD4 FP inh,pPAFAH inh,LYPLA2 inh,PAFAH2 inh,PAFAH1B3 FP inh,PAFAH1B2 inh
FC(F)(F)C1=CC(c2ccccc2)=NCCN1,0,0,0,-6,4,7,-1,5,-4
O=S(=O)(NCc1ccco1)c1ccc(S(=O)(=O)N2CCCCC2)cc1,4,-1,4,-3,9,4,-14,3,11
CCN(CC)C1CCN(C(=O)CCn2nnnc2CN2CCOCC2)C1 (centres undefined),3,-1,4,-3,2,2,0,-1,0
CC(C)(C)C(=O)NC1CCN(CC(=O)Nc2ccc3c(c2)OCO3)CC1,1,13,5,4,1,6,6,12,6
COc1ccc(C(C)=O)cc1CSc1ccccn1,-2,9,-1,-3,-3,0,5,6,5
O=C(NC(Cc1ccccc1)C(=O)O)/C(=C\c1ccc(Cl)cc1)NC(=O)c1ccccc1 (centres undefined),9,-2,2,-1,3,0,4,5,8
CCO[C@@H]1OC(C(=O)O)=C[C@H](c2ccc3c(c2)OCO3)[C@H]1CCCO,2,1,-2,-1,5,-2,3,6,2
O=C(Cn1c(-c2cncs2)nc2ccccc21)NC1CCCC1,-3,14,4,-3,-9,-7,6,6,0
COc1ccccc1NC(=O)C1CCN(S(=O)(=O)c2ccc3c(c2)NC(=O)CO3)CC1,-6,2,0,-2,6,4,11,14,3
O=C(CCCCCCCCCCC(=O)NCc1cccnc1)NCc1cccnc1,-6,-1,-2,-4,1,-6,4,3,-1
Cc1cccc(C)c1NS(=O)(=O)c1ccc(F)cc1,4,-18,-1,-2,1,0,3,-1,-2
O=C1CN=C(Nc2ccccc2)N1Cc1cccs1,-2,-4,-3,1,2,2,-6,-6,0
CCOC(=O)Cc1c(C)nc2c(-c3ccc(Cl)cc3)c(C)[nH]n2c1=O,-7,18,1,0,3,1,8,2,-2
COc1cccc(C(C#N)N2CCCCC2)c1O (centres undefined),14,11,1,-6,7,11,4,13,2
COC(=O)CSC1=C(C#N)C(c2ccc(C)o2)CC(=O)N1 (centres undefined),-4,0,-4,1,0,-7,-1,8,-1
O=C(Nc1ccc(-c2nc3cc(Cl)ccc3c(=O)o2)cc1)c1ccco1,-10,3,-2,-5,0,-5,-17,-7,-5
C=C(C)Cc1c(C)nc(-c2ccccc2)[nH]c1=O,-4,-4,-2,1,2,4,3,3,0
COc1ccc(/C=C2\CCCC3C2=NC(=S)NC3c2ccc(OC)cc2)cc1 (centres undefined),0,38,-2,3,5,5,3,-1,1
O=C(Cc1ncc(C(F)(F)F)cc1Cl)N1CCN(c2ccc(F)cc2)CC1,-7,8,1,-7,3,2,-11,-2,1
CN(C(=O)Cn1nnc(-c2cccnc2)n1)C1CCCCC1,-1,-7,2,-2,1,1,nt,nt,nt
COc1ccccc1NC(=O)CCSc1nc(C)cs1,-2,-4,2,-10,2,4,1,-6,3
CCn1c(CCNC(=O)c2ccc(Cl)cc2)n[nH]c1=S,4,3,-2,-4,1,-4,4,2,2
c1ccc(Nc2nn[nH]n2)cc1,-1,0,4,-3,6,3,2,9,4
CCc1ccc(C(=O)C(C)OC(=O)c2nc3nc(C)cc(C)n3n2)cc1 (centres undefined),5,-3,-2,-1,5,1,1,1,3
COc1ccc(NC(=O)c2cc(-c3cc(OC)c(OC)c(OC)c3)nc3ccccc23)cc1OC,-10,15,-6,-2,-3,-3,-5,18,9
O=c1c2ccccc2ncn1Cc1ccccc1,11,-1,1,-4,2,3,5,-1,1
CCNC(=S)N1CCc2cc(OC)c(OC)cc2C1COc1ccccc1OC (centres undefined),-10,-3,0,-4,4,3,6,4,-2
Cc1ccc2oc(C(=O)Nc3nnc(CC(C)C)s3)c(C)c2c1,0,2,-1,0,1,-8,-3,1,-2
O=C(CSc1nnc(CNC(=O)c2ccccc2F)o1)NCC1CCCO1 (centres undefined),1,18,1,-4,2,1,1,1,2
Cc1ccc(OC(=O)Nc2ccccc2)cc1,-8,-1,1,4,7,5,2,4,-2
O=C(COc1ccc2c3c(c(=O)oc2c1)CCC3)N1CCN(c2ccc(F)cc2)CC1,2,-46,2,-4,8,16,-4,0,1
C=CCNc1nc(Nc2ccc(OC)cc2)nc(OCC)n1,0,4,-3,0,4,-1,3,5,1
CCc1ccccc1NC(=S)N(CCCN1CCOCC1)Cc1cccs1,2,7,-1,0,2,8,-3,14,3
Cc1cc(C)nc(SCc2ccc(C(=O)N/N=C/c3ccncc3)cc2)n1,-5,-6,-10,-2,0,-3,-1,4,-4
CC(CC(=O)N1CCc2ccccc21)c1ccccc1 (centres undefined),2,-8,-4,-5,7,-2,3,3,3
CS(=O)(=O)N(CC(=O)NCCC1=CCCCC1)C1CCCCC1,5,8,1,0,5,-2,-2,-2,6
CCCSc1nsc(N)n1,6,0,1,-2,5,-4,6,5,3
Cc1nn(Cc2n[nH]c(=S)n2Cc2ccccc2)c(C)c1Cl,5,10,1,0,1,4,-6,4,3
NC(=O)CCC(NS(=O)(=O)c1ccc(Cl)cc1)C(=O)NCc1ccccc1Cl (centres undefined),7,7,3,2,0,6,-13,-3,13
COc1ccccc1N(Cc1ccccc1)S(=O)(=O)c1cccc(C(=O)Nc2cc(C)ccn2)c1,-6,-8,-6,-3,-2,-9,-9,1,-5
COCCn1cnc2c1c(=O)n(CC(=O)Nc1cc(C)on1)c(=O)n2Cc1ccccc1,1,13,3,-1,6,6,-1,1,2
COc1ccc(C(=O)OCC(=O)Nc2ccc3c(c2)OCCO3)c(OC)c1,nt,-1,3,-7,1,2,55*,3,4
CCOc1ccc(C(=O)COC(=O)Cn2cnc3c2c(=O)n(C)c(=O)n3C)cc1,nt,13,-2,3,4,3,6,-5,0
CCC(=O)n1nc(-c2ccccc2)nc1SCC(=O)Nc1ccc(C)cc1,12,-12,-4,-2,-12,1,7,2,4
COc1cc(/C=N/NC(=O)CCN2CCN(C)CC2)cc2c1OCO2,9,-3,-4,2,-4,1,-5,10,0
CC(=O)Nc1ccc(OCC(=O)N(CC(C)C)C2CCS(=O)(=O)C2)cc1 (centres undefined),5,0,3,3,1,-1,4,2,-1
Cc1ccc(NC(=O)CN2C(=O)COc3ccc(S(=O)(=O)N4CCCC4)cc32)cc1C,-1,2,-3,3,1,3,-5,-1,3
CCNS(=O)(=O)c1ccc(CCC(=O)N2CCN(Cc3ccccc3)CC2)cc1,2,3,-3,0,0,-3,-10,-7,-2
COc1ccc(Cl)cc1NC(=O)CN1CCCCCC1,11,1,-1,0,3,-3,1,-4,-2
CC(=O)c1cnc2c(-c3ccccc3)c(-c3ccccc3)nn2c1C,3,6,3,-2,1,-2,-3,-1,1
CC(=O)Nc1cn(-c2ccccc2)nc1-c1ccccc1,5,12,-2,-4,-9,-5,1,6,6

# The list is partial, so the mix of outcomes need not match the whole.
